All columns: NCI-60 one-dose screen, growth in % after 48 h at 10 µM unless noted; 100 = growth as untreated, 0 = no growth, -100 = all killed.
SF-295 = SF-295 CNS cancer cells; 5.6% of 79,000 active; AID 1794758
U251 = U251 CNS tumor cells; 5.4% of 80,000 active
SF-539 = SF-539 CNS cancer; 6.8% of 81,000 active; AID 1794752
DU-145 = DU-145 prostate cancer; 4.2% of 81,000 active; AID 1794760
SF-268 = SF-268 CNS cancer cells | 3.1% of 82,000 active | AID 1794759
OVCAR-8 = OVCAR-8 ovarian cancer; 4.4% of 81,000 active; AID 1794782
PC-3 = PC-3 prostate cancer cells; 3.9% of 80,000 active; AID 1794754
SNB-19 = SNB-19 CNS cancer cells | 2.5% of 81,000 active
* = called active by the depositor; nt = no result given; [ ] = dose if it differs, or a comment. How the source made its calls: active means growth percent below 10; inactive means the rest.

SMILES	SF-295	U251	SF-539	DU-145	SF-268	OVCAR-8	PC-3	SNB-19
O=C(C[n+]1ccc2ccccc2c1)c1ccc(Cl)cc1	91.7	96.7	90.9	106.4	94.3	99.6	81.8	97.7
COC(=O)c1nc2cc(Cl)ccc2nc1C(F)(F)F	125.0	103.0	92.0	114.7	108.1	105.1	102.6	106.3
COc1cc(C(=O)c2c(N)ncn2-c2ccc(Cl)cc2)cc(OC)c1OC	105.4	88.7	90.2	109.4	104.4	91.9	83.1	94.0
CCCCN(CCCC)CC(O)c1cc(-c2ccc(C(F)(F)F)cc2)nc(-c2ccc(C(F)(F)F)cc2)c1 (stereo unspecified)	nt	86.9	86.2	92.5	100.9	96.2	80.4	87.3
O=C(O)c1cc(C(F)(F)F)cc(C(F)(F)F)c1	102.2	102.9	105.5	115.7	105.7	106.5	97.7	118.4
c1ccc2c(c1)NC1(CCSc3ccccc31)n1nccc1-2 (stereo unspecified)	98.0	88.6	98.9	100.1	93.8	94.3	76.2	99.8
O=C1CN(CCN2CC(=O)N(Cc3ccccc3)C(=O)C2)CC(=O)N1Cc1ccccc1	109.0	100.4	114.5	117.3	102.8	nt	93.9	107.0
Cc1cc(CSc2ccccc2C(=O)NCc2ccccc2)on1	94.5	98.5	93.4	109.5	106.8	106.0	99.1	98.3
COc1ccc(CSc2nnc(-c3ccc4c(c3)nc(-c3ccccc3)n4C3CCCCC3)o2)cc1	75.8	78.0	92.5	87.3	86.2	67.9	48.0	85.9
CCOC(=O)C(Cc1csc2ccccc12)(NC(C)=O)C(=O)OCC	94.6	nt	107.7	111.2	98.4	98.2	91.1	103.6

The closing 6 records of the part before are carried over, then new ones follow:
SMILES	SF-295	U251	SF-539	DU-145	SF-268	OVCAR-8	PC-3	SNB-19
O=C(O)c1cc(C(F)(F)F)cc(C(F)(F)F)c1	102.2	102.9	105.5	115.7	105.7	106.5	97.7	118.4
c1ccc2c(c1)NC1(CCSc3ccccc31)n1nccc1-2 (stereo unspecified)	98.0	88.6	98.9	100.1	93.8	94.3	76.2	99.8
O=C1CN(CCN2CC(=O)N(Cc3ccccc3)C(=O)C2)CC(=O)N1Cc1ccccc1	109.0	100.4	114.5	117.3	102.8	nt	93.9	107.0
Cc1cc(CSc2ccccc2C(=O)NCc2ccccc2)on1	94.5	98.5	93.4	109.5	106.8	106.0	99.1	98.3
COc1ccc(CSc2nnc(-c3ccc4c(c3)nc(-c3ccccc3)n4C3CCCCC3)o2)cc1	75.8	78.0	92.5	87.3	86.2	67.9	48.0	85.9
CCOC(=O)C(Cc1csc2ccccc12)(NC(C)=O)C(=O)OCC	94.6	nt	107.7	111.2	98.4	98.2	91.1	103.6
Cc1c(COc2ccccc2-c2nnc(-c3ccncc3)o2)c(C)c(COc2ccccc2-c2nnc(-c3ccncc3)o2)c(C)c1COc1ccccc1-c1nnc(-c2ccncc2)o1	101.2	98.0	103.1	105.8	91.8	103.9	98.3	103.0
Cc1cc(N=Nc2c(O)c3ccccc3[nH]c2=O)ccc1N=Nc1ccc(C(=O)N(C)C)cc1	105.9	103.0	101.4	107.5	110.7	100.8	90.2	nt
O=C1Nc2ccc(Cl)cc2/C1=C/c1cccs1	94.3	nt	85.3	105.5	88.8	nt	93.4	84.3
Cc1ccc(-c2cnc3sc4ccccc4n23)cc1	nt	93.2	98.2	103.0	100.8	95.3	90.3	94.8
CO[C@H]1/C=C/O[C@@]2(C)Oc3c(C)c(O)c4c(O)c(c(/C=N/N5C(C)CN(Cc6ccccc6)CC5C)c(O)c4c3C2=O)NC(=O)/C(C)=C\C=C\[C@H](C)[C@H](O)[C@@H](C)[C@@H](O)[C@@H](C)[C@H](OC(C)=O)[C@@H]1C (stereo partly specified)	41.1	56.9	85.8	81.6	92.6	75.6	-19.5*	97.8
COC(=O)c1ccc2c(c1)nc(-c1ccc(Cl)cc1)n2-c1ccc(Cl)cc1	90.5	101.0	111.6	102.7	101.3	98.1	95.2	104.0
CC(=O)C(N=Nc1ccc(-c2cc(-c3ccc(N=NC(C(C)=O)C(C)=O)cc3)cc(-c3ccc(N=NC(C(C)=O)C(C)=O)cc3)c2)cc1)C(C)=O	99.0	102.0	100.2	110.0	101.6	100.8	105.2	97.5
COc1c(Br)cc(CO)c([N+](=O)[O-])c1OC	102.9	94.1	107.3	105.3	98.4	101.8	100.0	103.0
O=[N+]([O-])c1cccc(S(=O)(=O)OCCOc2ccccc2)c1	nt	99.5	91.3	112.5	116.4	104.6	88.5	93.7
CCCSc1nc(NC2CC2)c(C#N)c(-c2ccccc2)n1	89.6	100.4	95.1	106.8	99.2	78.2	98.1	81.3
CC(C)(C)NC(=O)C(OC(=O)C1CCc2cc(F)ccc2O1)c1ccc([N+](=O)[O-])cc1 (stereo unspecified)	94.3	94.1	100.6	103.3	96.0	94.3	88.6	94.5
O=C(Nc1ccc(Cl)cc1)c1cc(NCc2cc(O)ccc2O)ccc1O	116.2	71.8	43.5	100.1	77.2	70.4	45.2	91.4
Cc1ccc(-n2nc(C(=O)NCCCCCC(=O)NO)nc2-c2ccccc2)cc1	99.6	110.7	98.7	110.4	99.0	105.3	99.4	103.4
COc1ccc(-c2cc(=O)c3c(OC)c4ccoc4cc3o2)cc1	40.7	92.5	104.5	106.5	97.9	99.2	86.1	82.4
CN1CCN(Cc2ccc(NC(=O)c3[nH]ncc3Nc3ccnc4ccsc34)cc2)CC1	56.6	29.2	2.3*	14.7	20.3	21.5	34.0	nt
NC(N)=N/N=C(/CC(=O)c1ccccc1)c1ccccc1	107.3	106.8	94.8	119.5	100.5	105.1	81.0	101.7
CC(=O)C(C)c1ccccn1 (stereo unspecified)	97.9	104.3	97.8	112.5	98.7	101.8	96.1	102.1
Cc1ccc(-c2nc(SCC(=O)c3ccc(-c4ccccc4)cc3)[nH]c(=O)c2C#N)cc1	105.3	102.7	100.8	101.8	97.1	103.5	95.4	97.6
COc1ccc(-c2c(N)n[nH]c2-c2ccc(Cl)cc2O)cc1OC	99.2	95.6	100.2	101.3	101.9	87.1	86.3	97.7
Nc1ccc2ccc(NS(=O)(=O)N3CCCCC3)cc2c1	15.1	23.3	-21.7*	12.7	32.3	34.2	43.6	40.3
O=C(/C=C\c1ccccc1)CCN1CCCCC1	119.1	78.5	94.5	95.8	95.1	99.2	104.0	97.2
Cc1cc(C)n(C(=O)c2sc(=S)n(-c3ccccc3)c2N=[N+]=[N-])n1	109.7	106.0	98.8	104.7	105.7	104.2	103.2	101.4
Cc1ccc(/C=C/C(=O)c2ccc(NC(=O)COc3cccc4cccnc34)cc2)cc1	103.1	100.6	103.0	100.2	101.1	99.4	109.7	97.7
CCCCOc1nc2ccc([N+](=O)[O-])cc2s1	96.3	87.7	98.8	104.5	104.5	100.1	82.9	94.7
Fc1ccccc1-c1nc(-c2nc3cc(Cl)c(Cl)cc3[nH]2)c2ccccn12	nt	95.0	nt	51.5	77.4	68.4	62.2	93.1
CN(C)CC(CN(C)C)C(O)c1ccccc1 (stereo unspecified)	96.9	99.5	90.7	110.4	99.0	103.9	100.7	108.8
C=C1C(=O)O[C@H]2[C@H]1CC/C(Cn1cc(-c3cc(C)c(C)cc3C)nn1)=C\CC[C@@]1(C)O[C@@H]21	59.8	12.8	-82.9*	-100.0*	-54.5*	-55.9*	-69.7*	41.8
Cc1c(NC(=O)C(C)Sc2nc3sc4c(c3c(=O)n2-c2ccc(Cl)cc2)CCCC4)c(=O)n(-c2ccccc2)n1C (stereo unspecified)	79.5	101.0	87.0	87.4	76.1	95.0	83.0	76.5
Nc1ncc(-c2cccc(NS(=O)(=O)c3ccc(Br)cc3)c2)[nH]1	100.7	103.8	96.9	102.0	98.3	97.1	87.6	93.6
COc1ccc2cc(C(=O)NCCc3ccccc3)ccc2c1Br	108.3	90.9	107.3	104.6	100.1	87.2	102.6	119.6
COc1ccc(/C=C\C(=O)c2ccc(-c3ccccc3)cc2)cc1	97.6	102.8	104.1	110.5	108.9	108.4	87.0	110.9
CN(C)CCC(=O)C1=CC[C@H]2[C@@H]3CC=C4C[C@@H](O)CC[C@]4(C)[C@H]3CC[C@]12C	100.1	96.9	98.3	70.8	83.6	92.9	98.7	92.1
CCOC(=O)c1cc2c(OC)c(OC)ccc2c2[nH]cc(C#N)c(=O)c12	89.7	98.5	87.5	93.9	87.1	88.0	89.8	98.3
CN(C)S(=O)(=O)N(C)C	98.6	97.3	101.1	104.9	98.0	96.8	92.5	100.9
Cc1cccc2c(NCCN(C)C)c3cccc(C(=O)NCCN(C)C)c3nc12	7.5*	-43.0*	11.6	-20.1*	11.3	nt	-31.0*	14.5
O=C(Nc1ccccc1)OC(CCl)C(Cl)CCl (stereo unspecified)	99.1	99.4	106.3	107.4	100.8	99.9	97.2	99.5
CC(C)=CCC/C(C)=C\C=N\O	98.3	nt	105.1	110.4	108.3	99.3	93.4	106.0
O=C(O)c1cccc(-c2cccc(C(=O)O)c2)c1	nt	nt	93.8	108.3	113.3	nt	85.7	110.7
COc1ccc(-c2nc(SCC(=O)Nc3nc4ccc(C)cc4s3)[nH]c(=O)c2C#N)cc1OC	96.4	104.5	92.9	114.4	95.9	100.9	93.2	101.5
COc1cc(OC)c(NC(N)=O)cc1Cl	nt	107.7	100.1	103.8	100.0	104.8	97.1	104.7

Part of the list above, reduced to SF-268:
structure | SF-268
CC(C)=CCC/C(C)=C\C=N\O | 108.3
COc1cc(OC)c(NC(N)=O)cc1Cl | 100.0

(further entries)
SMILES	SF-295	U251	SF-539	DU-145	SF-268	OVCAR-8	PC-3	SNB-19
O=C1/C(=C/c2ccc3c(c2)OCO3)C(=S)SN1Cc1ccco1	nt	nt	100.8	108.8	103.6	nt	103.0	115.4
CCOC(=O)C(=CNc1cc(C(F)(F)F)ccc1N1CCOCC1)C(=O)OCC	97.3	95.2	102.0	110.9	96.0	96.8	93.4	103.6
CN(C)c1ccc(C(=O)n2cc(-c3ccc(Cl)cc3)c(N)n2)cc1	88.3	94.2	104.9	129.8	103.8	nt	91.6	91.0
Cc1c(/C(=N/O)c2ccccc2)oc2ccc(N)cc12	nt	99.2	98.2	108.3	90.3	96.6	81.0	110.0
CC1=CC2NCc3c(oc(-c4ccccc4)c3C(=O)c3ccccc3)C2C=C1 (stereo unspecified)	96.9	97.9	107.5	103.6	92.4	93.1	81.0	95.6
Nc1nc(Nc2cccnc2)sc1C(=O)c1ccccc1F	34.9	42.0	-3.3*	17.8	20.8	31.8	43.2	43.1
Brc1ccccc1C[n+]1ccc2ccccc2c1	89.9	86.0	82.7	97.5	89.0	81.8	72.3	94.6
CC(C)n1c(=O)nc(-c2ccccc2)c2cc3c(cc21)OCO3	102.9	102.0	100.1	107.1	100.5	101.9	94.8	105.6
CC1(C)CCc2cc(-c3ccn(S(=O)(=O)c4ccc(Cl)cc4)n3)ccc2O1	78.7	74.2	101.3	88.3	90.7	86.6	56.8	100.1
O=C(/C=C/c1cc2ccccc2[nH]c1=O)c1ccc(Nc2nccc(-c3ccc(Cl)cc3)n2)cc1	100.1	107.8	100.0	104.5	101.7	95.0	89.7	100.7
COc1ccc(C(=O)/C=C/c2ccccc2)cc1	94.3	93.7	110.4	81.7	114.0	92.7	94.9	90.9
N#CCCN1C/C(=C/c2ccccc2)C(=O)/C(=C/c2ccccc2)C1	26.3	-0.7*	76.1	35.2	24.7	0.9*	41.1	68.0
CC(C)(C)c1ccc(S(=O)(=O)Nc2ccccc2N)cc1	95.0	103.9	100.7	101.4	95.5	106.2	85.7	100.4
O=C1c2ccccc2C2/C(=C(Br)\C=C\Cc3ccc4c(c3)OCO4)CCCN12 (stereo unspecified)	93.9	103.5	94.9	104.9	95.3	93.4	86.4	103.2
Cc1cc2ccccc2[n+](C)c1-c1ccccc1Cl	95.0	66.1	83.0	84.9	94.6	79.6	56.7	93.4
COC(=O)C(CCC(=O)CN1C(=O)c2ccccc2C1=O)N1C(=O)c2ccccc2C1=O (stereo unspecified)	nt	99.6	116.5	115.1	109.7	105.8	85.3	100.7
Clc1ccc(-c2cn3nc(-c4ccccc4)nc3s2)cc1	78.3	74.8	78.3	85.7	79.2	nt	68.7	42.6
O=C(Nc1ccc(Cl)cc1)C1CCCN(C(=O)c2cccc(-c3ccco3)c2)C1 (stereo unspecified)	48.1	70.1	87.0	83.5	63.8	72.5	64.5	72.6
O=C1CCC(Nc2ccc(Cl)cc2Cl)N1c1ccccc1 (stereo unspecified)	105.4	99.3	98.8	106.3	107.9	102.9	89.7	105.7
COc1cc(-c2nnc(-c3nc(-c4cc(OC)c(OC)c(OC)c4)n4ccccc34)o2)cc(OC)c1OC	50.0	93.9	85.5	77.4	77.2	61.7	82.4	98.5
COc1ccc(/C=N/N2CN(C(C)C(=O)O)B(N(CCO)CCO)N=C2N)cc1OC (stereo unspecified)	101.8[100 µM]	101.5[100 µM]	96.0[100 µM]	103.9[100 µM]	101.5[100 µM]	99.6[100 µM]	93.2[100 µM]	94.8[100 µM]
O=C(CC1(O)C(=O)Nc2ccc(F)cc21)c1ccc(NS(=O)(=O)c2ccccc2)cc1 (stereo unspecified)	98.1	105.0	93.1	104.4	99.5	106.7	91.2	100.6
CCC(c1cccc(O)c1)C(CC)c1cccc(O)c1 (stereo unspecified)	58.3	45.5	39.1	86.0	63.7	85.6	56.4	71.2

Reformatted as comma-separated lines: part of the list above.
Compound,SF-295,U251,SF-539,DU-145,SF-268,OVCAR-8,PC-3,SNB-19
COc1ccc(-c2nc(SCC(=O)Nc3nc4ccc(C)cc4s3)[nH]c(=O)c2C#N)cc1OC,96.4,104.5,92.9,114.4,95.9,100.9,93.2,101.5
COc1cc(OC)c(NC(N)=O)cc1Cl,nt,107.7,100.1,103.8,100.0,104.8,97.1,104.7
O=C1/C(=C/c2ccc3c(c2)OCO3)C(=S)SN1Cc1ccco1,nt,nt,100.8,108.8,103.6,nt,103.0,115.4

Screens deposited in PubChem BioAssay by NCI.
